# PG9 Ab binder: PG9 antibody binding by small molecule; inhibition, % at 6.7 µM; TR-FRET gp120-PG9 antibody binding; 0.43% of 360,000 active; in the data active = inhibition above about 8.5%
# ABHD4 inh: ABHD4 (mouse) inhibition, primary FP screen. Q8VD66. 0.54% of 370,000 active. purified mABHD4, FP-Rh probe fluorescence polarization. AID 720543. inhibition, % at 8.92 µM;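 active = inhibition exceeding the mean over every tested compound plus 3 SD, cut at about 30% in these data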;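 also: 0% = plate median of compound wells and 100% = S159A mutant with DMSO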
#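 Test system: mABHD4 protein; Read-out basis: % inhibition; Incubation: 45 min + 60 min at 25 °C; Repeats: single replicate; Technique: fluorescence polarization with parallel and perpendicular emission, 525/598 nm; Compound: 8.92 µM, single dose; Benchmarks: full inhibition S159A mutant plus DMSO, zero as sample-well median.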
# Rev-erbA mod: modulators of human Rev-erb alpha DNA binding; P20393; activity, % at 10 µM; 0.79% of 370,000 active; Rev-erbα–FITC-DNA binding, fluorescence polarization, 90 min; AID 1259318;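 active = activity above about 14%, limit read from the data; passing the limit was not always enough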;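 also: 0% = DMSO wells with 35 nM protein and 100% = DMSO wells with 750 nM protein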
# PRMT1 FP inh: PRMT1 (human) inhibition, primary screen; Q99873; recombinant PRMT1, activity-based probe fluorescence polarization; inhibition, % at 2.79 µM; 1.3% of 370,000 active; AID 652257;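 active = inhibition above about 21% made by adding two undisclosed values, limit read from the data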
# Target sequence (Q99873 whole entry, looked up): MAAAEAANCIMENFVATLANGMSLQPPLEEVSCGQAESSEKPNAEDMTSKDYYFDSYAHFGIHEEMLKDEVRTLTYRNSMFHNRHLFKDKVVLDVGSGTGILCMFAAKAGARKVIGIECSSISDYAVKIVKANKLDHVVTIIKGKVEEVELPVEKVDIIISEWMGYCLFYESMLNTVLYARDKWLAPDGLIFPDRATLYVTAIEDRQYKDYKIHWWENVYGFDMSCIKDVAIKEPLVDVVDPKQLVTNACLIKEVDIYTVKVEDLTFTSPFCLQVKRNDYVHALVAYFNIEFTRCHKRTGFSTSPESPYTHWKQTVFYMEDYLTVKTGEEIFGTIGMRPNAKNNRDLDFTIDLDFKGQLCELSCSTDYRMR
# MBD2 DNA inh: blocks human MBD2 binding to methylated DNA; Q9UBB5; AID 686964; TR-FRET, MBD2 binding to methylated oligonucleotide; inhibition, % at 4.4 µM; 0.31% of 370,000 active; in the data active = inhibition above about 13%
# UHRF1 binding: blocks human UHRF1 binding to methylated DNA | Q96T88 | inhibition, % at 4.4 µM | AID 687016 | 0.75% of 370,000 active | UHRF1 binding to methylated oligo, TR-FRET; in the data active = inhibition above about 21%;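 also: UHRF1 SRA domain binding a hemimethylated CpG hairpin DNA probe; 0% = median of test compound wells and 100% = reference inhibitor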
# HTRA1 inh: inhibitors of human serine peptidase HTRA1; Q92743; recombinant HTRA1, FP-rhodamine activity-based probe, fluorescence polarization; inhibition, % at 5.96 µM; 0.5% of 340,000 active; AID 504803; in the data active = inhibition above about 36%;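 also: 0% = enzyme with DMSO and 100% = wells lacking enzyme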
# Target sequence (Q92743 whole entry, looked up): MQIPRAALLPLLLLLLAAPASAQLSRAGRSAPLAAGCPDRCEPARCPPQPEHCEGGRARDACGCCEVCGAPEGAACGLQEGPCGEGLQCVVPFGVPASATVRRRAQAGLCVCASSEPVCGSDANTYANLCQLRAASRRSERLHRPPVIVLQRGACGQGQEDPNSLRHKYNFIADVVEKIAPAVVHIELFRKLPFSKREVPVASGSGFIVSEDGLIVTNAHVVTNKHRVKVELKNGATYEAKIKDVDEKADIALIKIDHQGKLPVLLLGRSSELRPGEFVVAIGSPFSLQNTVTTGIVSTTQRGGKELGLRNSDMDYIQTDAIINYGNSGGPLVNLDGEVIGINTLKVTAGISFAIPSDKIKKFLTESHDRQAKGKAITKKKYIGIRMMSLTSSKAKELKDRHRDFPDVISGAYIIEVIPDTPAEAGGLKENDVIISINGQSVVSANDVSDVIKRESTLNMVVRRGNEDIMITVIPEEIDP
# LEDGF integ inh: blocks HIV-1 LEDGF/p75-dependent DNA integration | 0.64% of 370,000 active | AID 743269 | inhibition, % at 3.7 µM | TR-FRET IN-LEDGF/p75 DNA integration, Eu/Cy5;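 active = inhibition above the screen-wide mean plus 3 SD, cut at about 13% in these data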;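 also: signal is the Cy5 over europium emission ratio at 671 and 618 nm; 0% = plate median of compound wells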
# TCR CD3 inh: inhibitors of human TCR-CD3 interaction; AID 651800; 0.37% of 360,000 active; TAMRA-labeled TCR probe fluorescence, biochemical; inhibition, % at 9.4 µM; in the data active = inhibition above about 19%;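 also: recombinant mutant TCR 2C K166C tagged with TAMRA read by polarization; 0% = receptor in buffer alone and 100% = receptor with positive control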
# rCAG RNA binder: molecules binding r(CAG) RNA repeats | r(CAG) RNA repeat, TO-PRO-1 dye displacement fluorescence | inhibition, % at 3 µM | 1.3% of 370,000 active | AID 651821;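 active = inhibition above the plate cutoff, the mean of all test compounds on that plate plus 3 SD, cut at about 35% in these data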;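 also: 0% = DMSO alone and 100% = 100 µM mitoxantrone as full dye displacement; higher means more dye released from RNA so lower well fluorescence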
# Numbers without * were called inactive; . = no result given. Only part of the results is shown (hit frequency here may not be typical).
SMILES,PG9 Ab binder,ABHD4 inh,Rev-erbA mod,PRMT1 FP inh,MBD2 DNA inh,UHRF1 binding,HTRA1 inh,LEDGF integ inh,TCR CD3 inh,rCAG RNA binder
CCN(CC)C(=O)CSc1nc(N)c2c3c(sc2n1)CC(C)CC3 (stereo not given),-2.6,-11,-7,3,3,0,-26,-2,6,-4
CCCCNC(=O)c1c(CSc2ccc(Cl)cc2)noc1C(=O)NCc1ccccc1,-2.0,7,-4,0,0,1,-8,-1,-3,2
CCOC(=O)c1cccc(NC(=O)Nc2ccc3c(c2)C(=O)OC3)c1,-0.4,-5,19,0,-5,-2,.,0,1,-1
COc1ccc(C(=O)/C=C/c2ccc(N3CCCCC3)c([N+](=O)[O-])c2)cc1,-3.6,6,1,0,-1,-1,-6,6,-2,4
Oc1ccccc1C=NN=CC=Cc1ccccc1,-3.1,1,6,-1,1,-2,-5,-2,3,1
CCC(CO)Oc1cc(NC(=O)c2ccccc2Cl)c2ncn(C(C)C)c2c1 (stereo not given),-1.7,8,-2,0,-1,-3,1,-1,1,2
COc1ccc(NC(=O)C2CSC(C)(C)N2C=O)cc1 (stereo not given),-0.5,1,0,1,-1,2,8,-2,-3,1
O=[N+]([O-])c1cccc(OCC(O)CN2CCN(S(=O)(=O)c3cc(Cl)ccc3Cl)CC2)c1 (stereo not given),-1.9,-2,0,1,4,0,-15,1,-9,-4
Cc1cc(C)c(C#N)c(SCCS(=O)(=O)Cc2ccccc2)n1,-3.0,-6,2,-4,-3,2,2,4,-5,-1
CCSc1nc(O)c(C2OC(=O)c3c2ccc(OC)c3OC)c(=O)n1-c1ccccc1 (stereo not given),-8.3,6,-1,1,0,-4,3,1,0,6
CNC(=S)N1CCN(c2cccc(OC)c2)CC1,-1.0,1,-3,3,2,3,-2,-1,-4,-2
Cc1nc(-c2cccc(S(=O)(=O)N3CC(C)CC(C)C3)c2)cs1 (stereo not given),0.4,-4,-3,5,7,6,-10,2,-5,-1
Cc1ccc(C(=O)Oc2ccc3ccc(=O)oc3c2)cc1,1.8,0,-8,1,-1,-2,8,0,-3,3
COc1ccc2cc(CCN3C(=O)c4ccccc4C3=O)c(=O)[nH]c2c1,0.6,0,28*,0,6,2,-1,-6,-2,0
CCc1nc2c(c(=O)c3ccccc3n2C)c(=O)n1-c1ccc(F)cc1,-1.1,3,-3,1,-1,-3,2,0,-3,0
Cc1cccc(NC(=O)N(C)Cc2cccs2)c1,0.9,3,1,1,2,-3,-4,-1,-1,2
COc1ccc(-n2c(=S)[nH]c3cc(C(=O)NCCCN4CCCC4=O)ccc3c2=O)c(OC)c1,-0.2,-2,0,0,-4,-1,-2,-1,6,3
COc1cc2c(cc1NC(=O)COC(=O)/C=C/c1ccc([N+](=O)[O-])cc1)oc1ccccc12,2.2,1,-1,-5,4,0,-14,0,5,2
O=C1NC[C@@H](Cc2cccc3ccccc23)N(CC2CCCCC2)C1=O,2.5,2,-3,0,-2,4,-3,2,4,-3
CC(=O)c1cccc(NC(=O)COC(=O)COc2c(Cl)cc(Cl)c3ccc(C)nc23)c1,-0.5,1,-4,-1,1,-5,-7,0,4,7
COc1ccc(N2CCN(C(=O)CCc3nc(-c4ccc(C)cc4)no3)CC2)cc1,1.1,-5,-2,0,0,1,-1,0,-9,-2
COc1ccc(-c2ccc(C(=O)NCc3ccccc3)c3occc23)c(C)c1,-1.4,-36,12,-4,-1,3,.,0,-1,1
CCc1ccc(N2CC(C(=O)OC)CC2=O)cc1 (stereo not given),-0.3,0,-4,-3,3,1,2,0,-6,-2
O=c1[nH]nc(CSCc2ccccc2Cl)[nH]1,-2.5,-16,0,-1,-6,2,-6,4,-4,4
COCCn1c(N)c(NCc2ccccc2)c(=O)n(CC(=O)Nc2cc(C)ccc2C)c1=O,-1.4,3,-1,1,3,2,-5,0,-3,0
COc1ccc2oc(=O)cc(-c3cc4ccccc4o3)c2c1,-1.8,-7,-2,-3,1,-1,-3,2,2,9
CC(=O)Oc1ccc2ccc3ccc(C(C)=O)cc3c2c1,0.6,-10,4,1,5,2,-2,3,-2,4
O=C(OCC(=O)c1c[nH]c2ccccc12)c1cccc(O)c1,-2.9,-27,-9,0,1,-3,-26,-2,5,8
COc1ccc(C(=O)NCCNC(=O)c2cnccn2)cc1,1.0,0,-1,-8,-4,1,6,0,-3,2
CC1CCC2(CC1)NC(=O)N(CC(=O)NC(=O)NC1CCCC1)C2=O (stereo not given),-0.2,5,1,-2,-2,0,-8,-1,10,0
NC(N)=NCCCC(NC(=O)c1ccccc1)C(=O)Nc1ccc2ccccc2c1 (stereo not given),-0.1,-1,4,4,-1,1,-5,-7,-2,22
O=C(c1ccco1)c1cn(CC(=O)N2CCCCCC2)c2ccccc12,-1.5,-1,-6,-1,2,2,2,5,-2,-1
CCC(=NC)C1=C(O)CC(c2ccccc2)CC1=O (stereo not given),-3.5,-4,0,3,-1,-2,3,-1,7,-1
COc1ccc(N=C2SC(C(=O)O)CC(=O)N2Cc2ccc(OC)c(OC)c2)cc1 (stereo not given),1.1,4,-12,-1,2,0,0,-3,2,14
COc1ccc2c(C)cc(SCC(=O)N3CCOCC3)nc2c1,1.2,1,5,-1,-3,-1,-2,2,-2,-9
COc1ccc(/C=N/OCC(=O)N(Cc2ccccc2)c2ccccc2C(=O)O)cc1,-1.9,1,-8,1,-1,12,-3,-1,5,21
CC(=O)Nc1ccc(S(=O)(=O)NCC(=O)NCCc2ccc(S(N)(=O)=O)cc2)cc1,-2.7,8,-2,2,0,-2,7,-2,-3,-1
Nc1cc(-c2ccc(Cl)cc2)nn1-c1ccccc1,0.7,0,-4,3,-6,1,-8,-3,-6,-2
CCC(=O)NC(=S)Nc1cccc(NC(=O)c2ccccc2)c1,-0.8,-4,-4,-2,-1,-1,-27,0,2,-4
Cc1ccc(Nc2nnc(SC(C)C(=O)NCC3CCCO3)s2)cc1C (stereo not given),-0.5,3,4,-8,4,0,-8,3,4,-3

# Compound profiles (already shown).
# COc1ccc2c(C)cc(SCC(=O)N3CCOCC3)nc2c1 across the screens: PG9 Ab binder: 1.2; ABHD4 inh: 1; Rev-erbA mod: 5; PRMT1 FP inh: -1; MBD2 DNA inh: -3; UHRF1 binding: -1; HTRA1 inh: -2; LEDGF integ inh: 2; TCR CD3 inh: -2; rCAG RNA binder: -9
# Cc1cccc(NC(=O)N(C)Cc2cccs2)c1 across the screens: PG9 Ab binder: 0.9; ABHD4 inh: 3; Rev-erbA mod: 1; PRMT1 FP inh: 1; MBD2 DNA inh: 2; UHRF1 binding: -3; HTRA1 inh: -4; LEDGF integ inh: -1; TCR CD3 inh: -1; rCAG RNA binder: 2
# Oc1ccccc1C=NN=CC=Cc1ccccc1 across the screens: PG9 Ab binder: -3.1; ABHD4 inh: 1; Rev-erbA mod: 6; PRMT1 FP inh: -1; MBD2 DNA inh: 1; UHRF1 binding: -2; HTRA1 inh: -5; LEDGF integ inh: -2; TCR CD3 inh: 3; rCAG RNA binder: 1

# The results go on.
SMILES,PG9 Ab binder,ABHD4 inh,Rev-erbA mod,PRMT1 FP inh,MBD2 DNA inh,UHRF1 binding,HTRA1 inh,LEDGF integ inh,TCR CD3 inh,rCAG RNA binder
COc1cc2c(c(OC)c1OC)-c1ccc(NCc3ccccc3)c(=O)cc1C(NC(C)=O)CC2 (stereo not given),-1.1,1,-1,-1,-1,1,-1,-3,9,3
COCCN(Cc1cn[nH]c1-c1ccc2cc(OC)ccc2c1)C(C)C,-0.8,6,1,1,3,3,-6,-5,-4,-2
COc1ccc(CCNC(=O)c2cccc3c2C(=O)N(C2CCCCC2)C3)cc1OC,-2.8,-10,8,-1,1,-2,-25,0,7,-5
O=c1cnnc(Nc2ccccc2)[nH]1,-0.5,5,-3,5,4,2,-8,-3,-2,-1
Cc1cccc(OC(C)C(=O)N/N=C\c2ccncc2)c1 (stereo not given),-0.8,-8,-1,6,8,5,0,-2,2,0
CN(Cc1ccccn1)C(=O)c1cc(COc2ccc(F)cc2Cl)on1,1.8,-2,2,-3,-4,-2,-2,-1,0,1
CCOC(=O)c1c(NC(=O)C2CCN(S(=O)(=O)c3ccc(Cl)cc3)CC2)sc2c1CCCC2,1.1,2,20,3,4,1,3,0,3,3
CCOc1ccc(CNc2nnnn2C)cc1OC,-4.1,-4,-3,-4,3,4,0,-1,-1,-2
CC(C)N(C(=NCc1ccccc1)NC(=O)c1ccccc1)C(C)C,0.4,5,1,0,0,1,1,0,0,-8
COc1ccc(NC(=O)CSc2nc3ccccc3c(=O)n2-c2ccc3c(c2)OCO3)c(OC)c1,-0.6,-3,84*,1,-2,0,-4,-2,6,4
Cc1ccc(C(=O)NNC(=S)NC(=O)c2ccco2)cc1,-1.3,0,-5,-3,2,-1,5,-1,10,2
COC(=O)CSc1nnc2cc(C)c3ccccc3n12,-2.7,-5,1,1,-1,-3,-5,-3,4,-2
O=C(CCCN1C(=O)/C(=C\c2ccccc2)SC1=S)Nc1cccc(C(=O)O)c1,-2.1,-7,-2,2,-4,1,-38,2,3,66*
COc1ccc(C)cc1NC(=O)c1ccc2c(O)c(S(=O)(=O)c3ccccc3)c(=O)[nH]c2c1,0.1,1,-9,7,0,1,-2,-5,-5,8
COc1cccc(NC(=O)CN(C)C(=O)CCNS(=O)(=O)c2ccc(C)cc2)c1,1.5,6,-3,3,-3,2,-3,-1,0,2
CCCCCc1nnc(NC(=O)C2COc3ccccc3O2)s1 (stereo not given),1.1,-5,0,1,10,20,1,-1,-6,-2
CN(C(=O)COC(=O)/C=C/c1ccc(S(=O)(=O)N2CCc3ccccc32)cc1)C1CCS(=O)(=O)C1 (stereo not given),-2.5,3,7,0,7,-1,.,3,7,0
Cn1c(=O)c2c(nc(SCC(=O)Nc3ccccc3)n2C)n(C)c1=O,0.7,-3,-1,5,5,4,-3,-1,-3,0
COc1ccc(-c2nn3c(-c4ccco4)nnc3s2)cc1OC,0.1,4,-1,0,4,-11,2,1,11,6
Cc1sc(C(=O)Nc2ccc3ccccc3c2)cc1CC(=O)O,-2.5,-2,-3,1,-1,-2,0,-1,5,12
CC(=O)c1ccc(OCc2cc(C(=O)N3CC[C@@H]4CCCC[C@H]4C3)no2)cc1,1.0,-6,-6,2,-5,-1,-15,0,-1,-4
O=C(C1CCN(Cc2ccc(OCc3ccccc3)cc2)CC1)N1CCCC1,2.9,6,2,3,2,2,10,-4,-7,-12
O=C(COC(=O)CSc1ccccc1)Nc1ccc(F)cc1F,1.6,-3,7,-6,2,-1,-1,5,5,2
O=C(NC(=S)Nc1ccc(S(=O)(=O)Nc2nccs2)cc1)c1cccc(F)c1,0.4,4,0,-1,0,3,0,1,-4,4
CCn1cc(/C=C(\NC(=O)c2ccccc2OC)C(=O)NCCN2CCOCC2)c2ccccc21,-2.0,5,-2,2,16*,-1,3,-4,-3,5
CCOC(=O)Nc1cccc(OCC(=O)Nc2ccc(OC)cc2OC)c1,1.2,3,5,1,2,0,-18,-3,-3,0
COC(=O)CCC(=O)Nc1nnc(C(F)(F)F)s1,1.3,-4,4,-2,-6,1,-2,-1,7,4
O=C(NC1CCCCCCC1)c1cccc(S(=O)(=O)N2CCOCC2)c1,1.4,-2,3,-2,-1,0,-6,0,-1,0
COc1ccccc1OC(C)C(=O)Nc1ccccc1C(=O)NCc1cccnc1 (stereo not given),-0.8,-2,6,2,2,-1,5,-3,-5,-8
CCCCCCCC/C=C\CCCCCCCC(=O)NCCc1ccc(O)c(O)c1,-1.8,5,6,9,2,2,-20,-6,2,47*
